Screening data: PubChem BioAssay, National Center for Advancing Translational Sciences (NCATS)
D1 agonist: human D1 receptor agonism; AID 504660; HEK293 T-REx D1 cells, calcium flux, agonist mode; actives 1% (n = 360,000); activation, % at 2 µM; in the data active = activation above about 30%; note: 0% is about no effect
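Tetracycline-induced HEK293 TREx D1 cells, force-coupled to calcium signalling, were dye-loaded with a no-wash calcium kit. Compound was pin-added after a 10 s baseline. Fluorescence was read kinetically at 1 cycle/s for 180 s, with calcium rises flagged as agonism.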
RXFP1 antag: blocks the human relaxin receptor RXFP1; Q9HBX9; HEK293-RXFP1, relaxin-stimulated cAMP HTRF, 30 min; stronger effect = lower value; activity change, negative = inhibition, % at 57.5 µM; actives 0.59% (n = 350,000); AID 1259400;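 active = activity change of -60% or lower, but not beyond a set lower limit; inconclusive = change between -60% and -40%, or beyond the set limit; inactive = change above -40%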; note: % is set by controls: 0 for no effect and ±100 for the full control effect
D1 PAM: potentiators of human D1 dopamine receptor. actives 0.036% (n = 360,000). potentiation, % at 10 µM. HEK293 TREx D1 cells, calcium flux, dopamine EC20 potentiation. P21728; in the data active = potentiation above about 30%; note: 0% is about no effect
D2 agonist: D2 dopamine receptor (human) agonism. P14416. HEK293 T-REx D2 cells, calcium flux agonist mode. activation, % at 2 µM. actives 0.53% (n = 340,000);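 active = activation over 3 SD above normal in the single-dose calcium agonist read, cut at about 30% in these data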; note: 0% is about no effect
Target sequence (P14416 whole entry, looked up): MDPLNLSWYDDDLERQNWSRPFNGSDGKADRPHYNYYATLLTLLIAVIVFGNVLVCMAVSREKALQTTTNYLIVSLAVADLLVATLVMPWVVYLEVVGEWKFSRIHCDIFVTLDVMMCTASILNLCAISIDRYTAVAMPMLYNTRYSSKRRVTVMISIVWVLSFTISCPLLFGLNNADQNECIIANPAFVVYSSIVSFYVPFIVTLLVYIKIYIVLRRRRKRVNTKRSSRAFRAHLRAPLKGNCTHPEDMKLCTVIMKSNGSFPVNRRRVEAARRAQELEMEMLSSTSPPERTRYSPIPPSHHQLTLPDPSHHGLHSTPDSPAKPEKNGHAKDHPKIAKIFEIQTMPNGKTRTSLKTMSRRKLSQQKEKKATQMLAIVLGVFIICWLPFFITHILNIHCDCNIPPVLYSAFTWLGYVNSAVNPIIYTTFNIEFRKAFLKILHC
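Calcium-flux readout, 1 cycle/sec over 180 s following compound pin transfer, in inducible HEK293 Trex D2 cells (force-coupled); dopamine controls included. Positive calcium responses during this window marked compounds as potential agonists.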
D2 PAM: D2 dopamine receptor (human) potentiation; P14416; AID 485347; potentiation, % at 10 µM; HEK293 T-REx D2, calcium flux, EC20 dopamine potentiation; actives 0.34% (n = 340,000);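 active = potentiation over 3 SD above the plate norm, cut at about 30% in these data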; note: 0% is about no effect
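Tetracycline-induced HEK293 T-REx cells force-coupled to calcium signalling expressed D2; compounds were pin-added after a 10 s baseline, read kinetically 180 s, then an EC20 dopamine challenge followed with a further 180 s calcium read.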
TRHR enhancer: allosterically enhances the human TRH receptor | TRHR cells, fluo-8 calcium fluorescence, EC20 TRH enhancement | enhancement, % at 2 µM | actives 0.66% (n = 360,000); in the data active = enhancement above about 30%; note: 0% is about no effect
Target sequence (P34981 whole entry, looked up): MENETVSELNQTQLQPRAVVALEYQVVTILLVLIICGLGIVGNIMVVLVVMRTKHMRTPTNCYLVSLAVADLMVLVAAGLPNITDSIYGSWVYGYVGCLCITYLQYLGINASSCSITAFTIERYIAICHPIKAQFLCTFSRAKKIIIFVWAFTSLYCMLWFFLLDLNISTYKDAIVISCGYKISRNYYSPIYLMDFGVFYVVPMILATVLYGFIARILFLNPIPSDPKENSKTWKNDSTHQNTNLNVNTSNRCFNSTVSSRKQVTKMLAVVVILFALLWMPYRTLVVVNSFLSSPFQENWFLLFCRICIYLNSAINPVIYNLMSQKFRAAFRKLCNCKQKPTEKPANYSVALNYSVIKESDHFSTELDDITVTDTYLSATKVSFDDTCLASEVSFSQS
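Enhancer read-out: after compound pinning and an initial kinetic agonist-mode read, an EC20 of TRH (10 nM final) was injected and fluo-8 calcium signal (Ex 480/Em 530) followed at 1 s/cycle for 100 cycles in TRHR-expressing cells.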
D2 antag: D2 dopamine receptor (human) antagonism. HEK293 TREx D2 cells, calcium flux, dopamine EC80. inhibition, % at 10 µM. P14416. actives 2% (n = 340,000); in the data active = inhibition above about 30%; note: 0% is about no effect
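Overnight-induced (tetracycline, 30 C) HEK293 T-REx cells carrying force-coupled D2 receive a no-wash calcium dye, then compound, then EC80 dopamine at 180 s; signals are read kinetically throughout.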
D1 antag: human D1 dopamine receptor antagonism; P21728; HEK293 TREx D1 cells, calcium flux, dopamine EC80; stronger effect = lower value; activity change, negative = inhibition, % at 10 µM; actives 3.2% (n = 360,000); in the data active = activity change below about -30%; note: % is set by controls: 0 for no effect and ±100 for the full control effect
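Antagonism measured as reduced calcium response to an EC80 dopamine addition following 180 s compound pre-read; cells were inducible HEK293 Trex D1 plated overnight at 30 C, read kinetically at 1 cycle/sec.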
RXFP1 agonist: activates the human relaxin receptor RXFP1; Q9HBX9; HEK293T-RXFP1 cAMP TR-FRET, 30 min; response scale: percent of porcine relaxin response, buffer zero; Potency, µM (series often up to 57.5 µM), for the others: top-dose activation, hits mostly activators; actives 0.3% (n = 370,000); AID 2676; active = well fitted activation curve with a large enough effect; inconclusive = small, poorly fitted or top-dose-only effect; note: potency is the fitted concentration of half-maximal effect; % is set by controls: 0 for no effect and ±100 for the full control effect; nearly all actives have a fitted effect of over 60% in size; many of its hits are not listed in these tables
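HEK293T cells stably expressing RXFP1 were pretreated with the PDE4 inhibitor Ro 20174, exposed to compounds for 30 min at 37C, lysed, and cAMP was read by TR-FRET. Data normalized to buffer (basal) and 29 nM porcine relaxin (100%).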
* = called active by the depositor; ? = inconclusive; / = no result given. Only part of the results is shown (hit frequency here may not be typical).

SMILES	D1 agonist	RXFP1 antag	D1 PAM	D2 agonist	D2 PAM	TRHR enhancer	D2 antag	D1 antag	RXFP1 agonist
Cc1cccc(N2CCN(C(=O)C3CCN(S(=O)(=O)N4CCOCC4)CC3)CC2)c1C	4.6	1.3	-8.0	1.5	-3.7	-3.5	10.7	2.7	-1.6%
O=C(O)CCCCCNc1nc(=S)[nH]c2ccccc12	7.1	-4.1	-6.6	-0.4	5.6	3.5	-2.2	17.6	8.7%
COc1cccc(C(=O)NN2c3ccccc3CCc3ccccc32)c1	9.1	/	0.7	-3.7	1.9	0.1	50.7*	-1.7	-5.4%
COc1ccc(OC)c(CNC(=O)C2CCC(=O)N2C(C)C)c1 (configuration not stated)	2.8	1.3	2.2	-0.6	-2.6	-0.4	-6.5	4.9	2.9%
O=C(C1CCCN(S(=O)(=O)c2cnc[nH]2)C1)N(CCc1ccccc1)Cc1ccccc1 (configuration not stated)	0.1	/	/	0.8	5.2	-4.1	6.4	6.0	-0.2%
COc1ccc(Nc2cc(C(=O)NCc3ccccc3)c3ccccc3n2)c(OC)c1	-0.9	-1.1	-0.6	0.1	-14.1	17.3	/	-12.8	4.0%
Cc1ccc(C2CC(=O)N(c3ccc(F)cc3)C3=C2C(=O)CCC3)cc1 (configuration not stated)	1.1	2.1	-7.2	/	/	-4.3	/	-23.4	0.2%
Cc1ccc(C)c(N2CCN(CC3CC=CCC3)CC2)c1 (configuration not stated)	1.0	-26.0	2.7	-1.3	-13.1	-10.8	-4.2	22.6	-0.1%
Cc1c(/C=C/C(=O)c2ccccc2)cnn1C	2.8	5.9	-9.3	0.7	-3.4	2.3	-21.1	-8.1	0.1%
CCOC(=O)c1c(C)[nH]c(C(=O)CSc2nc3ccccc3o2)c1C	3.4	9.8	1.4	/	/	0.5	/	-7.1	-0.3%
COc1ccc(-c2noc(CN(C)Cc3ccccc3)n2)cc1	-3.2	1.3	-3.8	-0.1	-4.4	0.5	-8.2	-12.2	-0.6%
COc1ccc(-c2cccc(C3CC=CC4C3C(=O)N(Cc3ccccc3)C4c3ccc4ccccc4c3)c2)cc1 (configuration not stated)	3.1	/	1.7	/	/	4.0	/	18.5	0.0%
Cc1onc(-c2ccccc2)c1C(=O)Nc1nnc(-c2ccncc2)s1	2.5	5.2	-0.3	0.1	8.2	2.4	-4.8	2.0	8.2%
CC(NC(=S)NCCN1CCOCC1)C12CC3CC(CC(C3)C1)C2 (configuration not stated)	4.6	-21.9	-4.0	0.0	0.8	-4.5	2.5	7.8	0.2%
COC(=O)N1c2ccccc2CCc2ccccc21	5.3	-6.6	-3.5	-1.7	23.3	2.5	0.7	-8.9	-3.6%
CCc1ccc(NC(=O)C(CC)c2ccccc2)cc1 (configuration not stated)	41.4*	-23.0	13.8	7.0	-22.4	-8.6	-29.0	3.0	0.0%
Cc1nnsc1C(=O)N1CCCC(Nc2ccc(C(C)C)cc2)C1 (configuration not stated)	0.8	-0.4	-1.8	0.7	8.7	2.9	-6.9	2.2	0.1%
CC(=O)N1CCc2cc(S(=O)(=O)NC(CC(C)C)C(=O)N3CCc4ccccc4C3)ccc21 (configuration not stated)	0.5	-2.8	-3.7	0.7	-4.6	-1.3	7.0	-4.1	0.3%
O=C(COc1ccccc1)Nc1cccc2nsnc12	2.0	7.4	2.9	-1.5	2.9	1.5	-5.6	-0.5	4.4%
Cc1ccc(C(C)C)c(OCCSc2nc3ccccc3n2CC(O)CO)c1 (configuration not stated)	-0.9	-14.0	-4.6	-0.6	10.2	9.6	/	0.8	7.9%
O=C1NC(=O)/C(=C\c2ccc(O)cc2O)S1	1.9	0.1	0.5	1.1	-5.7	-0.8	9.7	-1.0	1.1%
CC1CCCCN1CC(O)COCc1ccccc1 (configuration not stated)	1.4	2.0	-4.7	1.0	-2.9	5.7	-9.8	-1.4	-4.0%
CN(C)S(=O)(=O)N(CC(=O)Nc1ccc(F)c(F)c1)c1ccccc1	0.3	-0.8	-0.8	-0.2	9.9	3.5	5.0	/	-2.2%
O=C(/C=C/c1ccc2c(c1)OCO2)NCCCN1CCOCC1	2.4	-1.8	-5.8	0.0	-0.1	-4.0	15.7	2.5	0.3%
COc1cc(OC)c(C(=O)O/N=C(\N)c2ccccc2)cc1OC	0.5	4.4	-3.1	0.1	-2.7	13.4	-6.2	-3.8	-1.0%
O=C(Nc1nnc(CC(=O)N2CCOCC2)s1)c1cccs1	1.9	-3.5	-2.5	2.3	2.2	15.5	-14.0	-10.4	1.5%
COc1ccc(OC)c(NC(=O)CCN2CCN(CCO)CC2)c1	3.9	4.7	6.5	1.1	14.8	4.0	0.0	6.2	-0.5%
CCCn1c(SCC(=O)NCc2cccs2)nc2c1c(=O)n(C)c(=O)n2C	3.4	10.9	-2.3	0.4	-12.5	-0.1	-0.8	0.1	3.3%
C=CCn1c(N)c(C(=O)OCC)sc1=S	1.1	-13.1	-6.6	-0.2	0.0	0.3	14.9	27.0	2.2%
CCOC(=O)C1CCCN(C(=O)Cn2ncn3c(cc4sc(CC)cc43)c2=O)C1 (configuration not stated)	0.6	-16.7	-4.0	0.0	-7.6	-9.5	/	11.4	2.9%
Cc1ccc(S(=O)(=O)N2CCN(C(=O)c3cccs3)CC2)cc1C	4.2	-9.4	0.2	-0.4	1.4	-5.7	-3.7	2.0	0.7%
CCCCn1c(=O)nc2n(-c3ccc(Cl)cc3)c3ccccc3cc-2c1=O	0.8	/	-3.1	0.1	4.7	-0.1	-8.9	0.8	6.3%
CCC(OC(=O)c1ccco1)C(=O)NCc1ccc(C)cc1 (configuration not stated)	-0.6	9.4	-10.5	0.8	-24.9	-22.5	66.0*	-76.8*	-0.1%
CCCC(c1nnnn1Cc1ccc(F)cc1)N1CCN(CC)CC1 (configuration not stated)	1.3	0.8	-3.0	0.9	-7.9	-2.0	-20.1	-15.5	0.0%
CC(Oc1ccccc1)C(=O)NC1CCCCCCC1 (configuration not stated)	1.2	-15.2	-4.8	0.3	7.1	3.3	-11.7	4.2	-2.0%
Cc1ccccc1-c1cc2nccc(-c3cc(Cl)ccc3O)n2n1	-0.6	-6.5	-0.9	-0.5	-14.4	1.5	/	-4.8	6.9%
COc1ccc(-c2nc(CS(=O)CC(=O)NCc3ccc4c(c3)OCO4)c(C)o2)cc1 (configuration not stated)	-0.1	-2.0	-2.6	-0.5	3.5	5.0	4.6	-8.9	1.9%
Cc1ccc(Cn2cc(SCC(N)=O)c3ccccc32)cc1	0.9	-9.1	-4.8	-5.1	5.2	4.3	-16.4	16.3	-1.1%
O=C(CN1C(=O)c2ccccc2C1=O)NCc1ccc(F)cc1	4.1	2.4	-1.4	0.5	2.6	-1.0	12.8	-3.2	6.6%
Cc1ccc(OCC(O)CN2CC3(C)CC2CC(C)(C)C3)cc1 (configuration not stated)	2.9	3.2	-4.0	0.0	-6.0	-4.5	-0.2	17.9	-0.1%
COc1ccc(Cn2cnc3c(N)c(C)c(C)cc32)cc1	3.5	0.2	2.1	0.9	6.4	-2.4	-2.4	5.6	-2.3%
Cc1ccc2c(c1)[C@H]1OCC[C@H]1[C@@H](c1ccncc1)N2	0.8	-7.1	1.8	-1.1	5.8	2.9	-14.2	-0.8	-0.6%
COc1cc(C(=O)NNC2=CC(=O)CC(C)(C)C2)cc(OC)c1OC	0.9	4.2	-4.0	-0.3	-5.6	13.1	10.2	3.7	0.6%
CCOc1ccc(CN(C(=O)c2nc(SC)ncc2Cl)C2CCS(=O)(=O)C2)cc1 (configuration not stated)	-1.5	/	-1.1	1.4	-0.9	-3.2	/	4.0	-0.3%
COC(=O)c1cc(OC)c(OC)cc1NC(=O)CCCCCN1C(=O)CCC1=O	0.8	-0.9	-6.2	-0.1	/	-4.5	-5.8	-19.3	2.3%
CCOC(=O)c1ccccc1NC(=O)COC(=O)c1ccccc1C(=O)N(C)c1ccccc1	1.8	-9.6	-3.4	0.3	7.0	-4.2	-5.4	-6.3	0.1%
Cc1cc(C)cc(OCC(=O)OCC(=O)N2CCc3ccccc32)c1	3.3	-17.9	-1.9	-0.3	2.9	1.0	-17.4	6.3	1.0%
CCOC(=O)c1ccc(N2C(=O)c3n[nH]c(C)c3C2c2cccc(Br)c2)cc1 (configuration not stated)	13.8	-29.8	9.2	-0.2	-0.7	5.4	/	10.8	-2.8%
CC(C)(CO)Nc1nc(N2CCCC2)nc(N2CCCC2)n1	0.2	-5.2	-5.3	-0.4	-6.9	-2.8	46.9*	-12.8	-0.2%
CCCN1CCC(Oc2cccc(C(=O)NCCc3ccccc3)c2)CC1	15.0	-4.6	3.4	0.4	31.2*	7.7	-2.1	7.8	-0.6%
CC(C)COc1ccc(C(=O)N(Cc2cccc(F)c2)C2CCS(=O)(=O)C2)cc1 (configuration not stated)	0.8	-35.4	1.4	2.0	-2.1	4.6	/	-3.2	-0.1%
O=C(CCN1C(=O)C2(OCCO2)c2ccccc21)c1ccccc1	-0.1	2.1	0.9	0.0	6.3	0.1	-3.8	-9.9	1.9%
Cc1nc(-c2ccc(Br)cc2)ccc1C(=O)O	2.8	14.6	-7.2	0.3	12.3	5.5	-3.2	0.0	?
CCN(CC)CCN1C(=O)C(O)=C(C(C)=O)C1c1ccc(OC)c(OC)c1 (configuration not stated)	3.1	-4.1	-0.1	/	/	-4.0	/	4.7	-1.7%
